# Bioassay records deposited in PubChem BioAssay by Southern Research Specialized Biocontainment Screening Center.
# H1N1 NS1A inhibition: H1N1 influenza NS1A inhibitors, functional cell based assay (AID 504329); NS1A functional cell-based assay, percent inhibition; higher % means a stronger effect; inhibition, % at 12.5 µM; hits with a dose series show IC50 in µM; actives 0.3% (n = 340,000); in the data active = a potency from the dose series; inconclusive = inhibition above about 27% without an active follow-up result; note: strong numbers were not always called active
# inhibitors of VEEV: inhibitors of VEEV TC-83 cytopathic effect, confirmation, Vero cells (AID 588727); Vero cells, VEEV TC-83 cytopathic effect inhibition; higher % means a stronger effect; actives 0.13% (n = 350,000); inhibition, % at 20 µM; hits with a dose series show IC50 in µM; in the data active = a potency from the dose series; inconclusive = inhibition mostly from about 14% at the one dose, without a potency; inactive = the rest, 99 in 100 with inhibition below about 12%; note: strong numbers were not always called active
# H37Rv inhibition: M. tuberculosis growth inhibition, HTS (AID 449762). M. tuberculosis H37Rv growth inhibition, 7H9 media; higher % means a stronger effect. inhibition, % at 25 µM, or IC50 in µM where a hit was titrated. actives 0.59% (n = 330,000); in the data active = a potency from the dose series; inconclusive = inhibition above about 70% without an active follow-up result;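 note: bacterial growth assessed after seven days of incubation; strong numbers were not always called active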
# PhoP GFP inhibition: Inhibition of PhoP regulon, Salmonella typhi GFP reporter cells, confirmation, 4 h (AID 1850); inhibition, % at 50 µM, or IC50 in µM where a hit was titrated; Salmonella Typhi PhoP-promoter GFP reporter, fluorescence, 4 h; higher % means a stronger effect; actives 0.33% (n = 310,000); in the data active = a potency from the dose series; inconclusive = inhibition mostly from about 25% at the one dose, without a potency; inactive = the rest, 99 in 100 with inhibition below about 19%;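 note: 0% = induced wells with vehicle and 100% = uninduced wells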
# tuberculosis growth: growth inhibition of non-replicating M. tuberculosis (AID 488890); Mycobacterium tuberculosis non-replicating, growth inhibition; higher % means a stronger effect; inhibition, % at 25 µM; hits with a dose series show IC50 in µM; actives 0.39% (n = 320,000); in the data active = a potency from the dose series; inconclusive = inhibition mostly from about 82% at the one dose, without a potency; inactive = the rest, 99 in 100 with inhibition below about 76%;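 note: plate controls were DMSO cells for no effect and high antibiotic wells for full effect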
# inhibitors of VEEV 10K pilot screen: recorded beside inhibitors of VEEV, whose call it bears; inhibition, %; measured here: 10K pilot screen inhibition
# * marks the source's active call; other numbers are inactive results; i = inactive; ? = inconclusive; . = no result given.
SMILES,H1N1 NS1A inhibition,inhibitors of VEEV,H37Rv inhibition,PhoP GFP inhibition,tuberculosis growth,others
CCCn1c(=O)c(C(=O)NCCCc2ccccc2)c(O)c2ccccc21,-6%,4.5%,-2%,-3%,18%,
COc1cnc(-c2ccccn2)nc1Sc1ccccc1,16%,7.7%,?,-10%,?,
CC(C)CN1C(=O)NC(NC(=O)c2ccco2)(C(F)(F)F)C1=O (stereo not drawn),-9%,1.0%,-7%,2%,-12%,
C=CCN1C(=O)C(O)(CC(=O)c2c(C)n[nH]c2C)c2cc(Br)ccc21 (stereo not drawn),9%,i,1%,29%,12%,
FC(F)(Cl)c1nnc2ccc(Cl)nn12,-7%,0.8%,0.26µM*,-8%,1.4µM*,
COc1ccc(S(=O)(=O)N2CCC(C(=O)Oc3ccc(C)cc3)CC2)cc1OC,2%,0.7%,25%,8%,?,
NNC(=O)c1cnn(-c2ccccc2)c1C(F)(F)F,-8%,1.4%,-2%,1%,-1%,
CC(=O)Nc1cccc2c1C(=O)N(c1cccc(C)c1)C2=O,6%,0.1%,0%,-4%,-9%,
O=C(c1cc(-c2ccc(Cl)cc2)on1)N1CCCC1,9%,11%,2%,9%,?,
S=c1[nH]nc(COc2ccccc2)n1/N=C/c1ccc(Br)cc1,-21%,i,-5%,-10%,-10%,
CN(C)C(CNC(=O)c1cccc(S(=O)(=O)NCc2ccccc2)c1)c1ccccc1 (stereo not drawn),-3%,1.6%,.,.,.,
C=CCc1cccc2cc(C(=O)Nc3ccc(S(=O)(=O)Nc4nnc(CC)s4)cc3)c(=O)oc12,20%,2.1%,0%,-8%,52%,
Cc1cc(SCc2cc(=O)n3ccsc3n2)nc2ccccc12,4%,4.4%,3%,-13%,2%,
Cc1ncsc1CCC(=O)N1CCCC(C(=O)c2ccc3c(c2)OCO3)C1 (stereo not drawn),-14%,i,0%,3%,9%,
Cc1nn(C)c(C(=O)N/N=C/c2ccccc2)c1[N+](=O)[O-],7%,0.9%,0%,-1%,5%,
COC(=O)c1ccc2c(c1)S(=O)(=O)NC(=NCc1ccco1)S2,6%,0.7%,4%,-10%,40%,inhibitors of VEEV 10K pilot screen=0.1
CNC(=O)NC1CCCc2ccccc21 (stereo not drawn),3%,0.0%,-16%,0%,1%,
CC(C)C[C@H](NC(=O)[C@@H](Cc1ccccc1)n1c(=O)[nH]c2ccccc2c1=O)C(=O)N[C@@H](Cc1ccccc1)C(=O)O,-4%,i,-4%,10%,21%,
O=C(Cn1nc(-c2ccccc2)ccc1=O)NCc1ccc(F)cc1,-2%,1.3%,-2%,1%,-13%,
O=C(Nc1ccc(S(=O)(=O)Nc2nccs2)cc1)/C(=C/c1ccccc1Cl)NC(=O)c1ccccc1,1%,0.0%,-1%,-1%,45%,
Cc1onc(-c2ccccc2)c1CNS(=O)(=O)c1cccc(Cl)c1,-14%,3.3%,8%,4%,18%,
CCOC(=O)N/N=C\c1ccccc1OC/C=C/c1ccccc1,-7%,3.4%,5%,-2%,-2%,
CCOc1ccc(OCCCCNC(C)(C)C)cc1,3%,0.8%,-3%,-9%,55%,inhibitors of VEEV 10K pilot screen=0.5
Cc1n[nH]c(C)c1NC(=O)CSc1nnnn1-c1cccc(F)c1,4%,1.0%,-3%,.,10%,

# Arranged by length of the SMILES (rising): some entries from above.
SMILES,H1N1 NS1A inhibition,inhibitors of VEEV,H37Rv inhibition,PhoP GFP inhibition,tuberculosis growth,others
CCOC(=O)N/N=C\c1ccccc1OC/C=C/c1ccccc1,-7%,3.4%,5%,-2%,-2%,
O=C(Cn1nc(-c2ccccc2)ccc1=O)NCc1ccc(F)cc1,-2%,1.3%,-2%,1%,-13%,
CN(C)C(CNC(=O)c1cccc(S(=O)(=O)NCc2ccccc2)c1)c1ccccc1 (stereo not drawn),-3%,1.6%,.,.,.,

# Molecules shown so far containing bromine:
SMILES,H1N1 NS1A inhibition,inhibitors of VEEV,H37Rv inhibition,PhoP GFP inhibition,tuberculosis growth,others
C=CCN1C(=O)C(O)(CC(=O)c2c(C)n[nH]c2C)c2cc(Br)ccc21 (stereo not drawn),9%,i,1%,29%,12%,
S=c1[nH]nc(COc2ccccc2)n1/N=C/c1ccc(Br)cc1,-21%,i,-5%,-10%,-10%,

# More structures follow:
SMILES,H1N1 NS1A inhibition,inhibitors of VEEV,H37Rv inhibition,PhoP GFP inhibition,tuberculosis growth,others
CSCC[C@H](NC(=O)[C@@H]1CSC2c3ccccc3C(=O)N21)C(=O)N1CCC[C@H]1CO (stereo partly drawn),-2%,i,1%,-5%,-15%,
O=C(CSc1nc2ccccc2o1)Nc1nc(-c2ccccc2)c(-c2ccccc2)s1,3%,3.1%,?,-7%,52%,
CN(C(=O)c1cccc(NC(=O)Cc2ccc(NC(=O)C3CCN(S(=O)(=O)c4cccc([N+](=O)[O-])c4)CC3)cc2)c1)C1CCCC1,-3%,i,.,.,.,
Cc1sc2ncnc(SCC(=O)c3ccc4c(c3)OCCO4)c2c1-c1ccccc1,5%,i,12%,-2%,-9%,
Nc1ccc(S(=O)(=O)Nc2nccc(/C=C/c3ccc(Br)s3)n2)cc1,0%,0.4%,25%,4%,14%,
CCCCNC(=S)Nc1ccc(OC)nc1,-1%,0.5%,-3%,-13%,52%,
CC(N=Cc1cc([N+](=O)[O-])ccc1O)c1ccccc1 (stereo not drawn),-10%,0.4%,-2%,19%,55%,inhibitors of VEEV 10K pilot screen=0.4
O=C(/C=C/c1ccc(Br)o1)OCc1nc2ccsc2c(=O)[nH]1,-14%,2.1%,8%,-2%,-6%,
Cc1[nH]nc2c1C1(CCOCC1)C(C#N)=C(N)O2,-1%,0.9%,0%,1%,2%,
CC1=CC(C)(C)N(C(=O)CSc2nncn2C)c2ccccc21,1%,0.1%,-5%,-9%,-4%,
O=C(NCC1CCNCC1)c1ccncc1,5%,1.3%,-13%,7%,4%,
CCN(CC(=O)Nc1c(F)cccc1F)C(=O)/C=C/c1c(C)nn(-c2ccc(F)cc2)c1C,-14%,1.6%,-7%,1%,-3%,
CNC(=S)NNC(=O)c1cc(C(C)(C)C)nn1Cc1ccc(F)cc1,2%,i,-1%,-19%,-11%,
COc1cc(C(=O)Nc2ccc(S(=O)(=O)Nc3cc(C)on3)cc2)cc(OC)c1OC,-2%,5.0%,58%,-1%,64%,
COC(=O)c1ccc(NC2=C(Cl)C(=O)OC2OC(=O)c2ccccc2)cc1 (stereo not drawn),-4%,0.8%,?,-14%,?,
N#Cc1cc2cc3c(cc2nc1SCC(=O)N1CCOCC1)OCCO3,0%,2.2%,-3%,-25%,-8%,
Cc1c(N=N/C(C(=O)Nc2ccccc2)=C(/O)c2ccccc2)c(=O)n(-c2ccccc2)n1C,13%,4.7%,-1%,-7%,35%,
COc1ccc(-c2cc(CCCC(=O)NCCc3ccc(OC)cc3OC)no2)cc1,3%,0.1%,-4%,-3%,23%,
Cc1ccsc1/C=C/C1=Cc2c(sc(NC(=O)CSc3n[nH]c(N)n3)c2C#N)C(C)(C)C1,17%,3.5%,-5%,-10%,9%,
CN(C(=O)C12CC3CC(CC(C3)C1)C2)C1(C)CCS(=O)(=O)C1 (stereo not drawn),12%,0.0%,2%,-3%,-6%,
O=C(Nc1nc(-c2nc3ccccc3s2)cs1)c1ccc(S(=O)(=O)N2CCOCC2)cc1,1%,8.1%,3%,0%,-7%,
Cc1ccnc(NS(=O)(=O)c2ccc(NS(=O)(=O)c3cc(Cl)ccc3Cl)cc2)n1,-4%,0.7%,3%,-46%,30%,
COc1ccc(NS(=O)(=O)c2cccc(C(=O)NN=Cc3ccc(O)c(OC)c3)c2)cc1,0%,8.5%,-2%,.,1%,
CC(C)(/C=N/O)/[N+]([O-])=C/C=[N+](\[O-])C(C)(C)/C=N/O,-1%,1.6%,0%,6%,-19%,
O=C(CCOc1ccc(F)cc1)Nc1nccs1,4%,1.4%,-4%,-3%,7%,
CCCCc1ccc(NC(=O)c2c(C)noc2C)cc1,-5%,i,-2%,8%,7%,
COc1ccc(Cc2nnc(SCC(=O)N3CCCCC3)o2)cc1,-11%,0.5%,-3%,-5%,?,
COc1cc2c(cc1NC(=S)Nc1ccccc1C)oc1ccccc12,8%,0.1%,?,0%,64%,
C=CCn1c(SCC(N)=O)nnc1-c1cc2c(s1)CCC(CC)C2 (stereo not drawn),5%,0.5%,-5%,-9%,49%,
Cc1ccccc1C(=O)OC(C)C(=O)NCc1ccc2c(c1)OCO2 (stereo not drawn),-5%,i,-6%,.,5%,
Cc1cc(C)nc(/N=C(\N)Nc2ccc3c(c2)OCCO3)n1,13%,i,-2%,-3%,-30%,
O=[N+]([O-])c1ccc(S(=O)(=O)N2CCN(Cc3ccco3)CC2)cc1,5%,i,5%,3%,3%,
CCN(CC)Cc1c(O)c(Cl)cc2c(C)c(C)c(=O)oc12,2%,3.1%,-9%,3%,3%,
Cc1cc2cc(CCNC(=O)C3c4ccccc4Oc4ccccc43)c(=O)[nH]c2cc1C,.,.,-9%,-6%,.,
CC(=O)Nc1ccc(NC(=O)COC(=O)c2n[nH]c3ccccc23)cc1,1%,3.3%,2%,10%,-1%,
Cc1cccc(NC(=O)COC(=O)CCc2ccc(S(=O)(=O)N3CCOCC3)cc2)c1C,0%,1.2%,0%,11%,-9%,
COc1ccc(-c2ccnc3ncnn23)cc1,1%,0.8%,-10%,13%,11%,
COC(=O)C(C)Sc1ccc2nnc(CCNS(=O)(=O)c3ccccc3)n2n1 (stereo not drawn),-2%,2.4%,-5%,-4%,-1%,
Cc1ccc(C(=O)Nc2ccc(C(=O)N3CCCCC3)cc2)cc1,-12%,0.7%,1%,-2%,30%,
O=C(Nc1ccc([N+](=O)[O-])cc1)Nc1nc(-c2ccc(Cl)s2)cs1,5%,14%,-11%,-13%,48%,
CCc1noc(C)c1C(=O)N1CC(C)SC1=Nc1ccc(Cl)cc1 (stereo not drawn),-4%,i,9%,.,54%,
O=C(Nc1cccc(Br)c1)c1cc(=O)c2ccccc2o1,9%,1.6%,-3%,1%,11%,
CCC1C(=O)n2nc(-c3ccccc3)cc2N=C1C (stereo not drawn),-4%,3.0%,-3%,3%,8%,
O=[N+]([O-])c1cn(Cc2ccccc2)cn1,-3%,i,1%,-5%,-1%,
Cc1cc(C)cc(C(=O)NCC(=O)OCC(=O)NCC(F)(F)F)c1,7%,0.3%,-2%,-7%,0%,
Cc1ccc(OCC(=O)OC(C)C(=O)NC2CCCCC2C)cc1C (stereo not drawn),5%,0.4%,3%,.,.,
COc1ccc(N2CCN(Cc3nc4sc(C)c(C)c4c(=O)[nH]3)CC2)cc1,5%,0.6%,18%,-5%,21%,
Cc1cc(C)n(-c2ccn(Cc3ccc(Cl)cc3Cl)c(=O)n2)n1,1%,1.8%,-9%,-1%,17%,inhibitors of VEEV 10K pilot screen=0.0
O=C(CC(Cc1ccccc1)C(=O)O)NCCc1ccc2c(c1)OCO2 (stereo not drawn),-4%,0.6%,9%,8%,62%,
CC(=O)NC(Cc1ccc(F)cc1)C(=O)NC1CCN(S(=O)(=O)c2ccccc2)CC1 (stereo not drawn),-6%,1.2%,-1%,-1%,-2%,
Cc1ccc(S(=O)(=O)N2CCN(C)CC2)cc1C(=O)NC1CCCCC1,12%,1.9%,-11%,-7%,-21%,
Cn1c(=O)c2cn(-c3cccc4ccccc34)cc2n(C)c1=O,-4%,i,1%,2%,28%,
COc1cc(OC)cc(C(=O)NC(C(=O)NCCN(C)C)C23CC4CC(CC(C4)C2)C3)c1 (stereo not drawn),13%,0.9%,-8%,7%,21%,
CCc1ccc(NC(=O)/C(C#N)=C/c2cn(CC(=O)O)c3ccccc23)cc1,-6%,3.3%,15%,-5%,7%,
CC(C)c1nc(Cl)c(C#N)c2c1CCCC2,-12%,1.0%,-7%,-6%,8%,
COc1ccc2c(c1OC)C(=O)OC2Nc1nc(-c2cccc([N+](=O)[O-])c2)cs1 (stereo not drawn),-20%,0.7%,62%,-21%,10%,
COc1ccc2nc(NC(=O)CN3CCN(C)CC3)sc2c1,10%,1.7%,-3%,1%,21%,
COC(=O)c1ccc(-c2cc(C(=O)O)c3cc4c(cc3n2)OCCO4)cc1,-5%,0.8%,-2%,-4%,?,
O=C(COC(=O)CC1CC2CCC1C2)Nc1ccccc1[N+](=O)[O-] (stereo not drawn),7%,0.8%,1%,.,57%,
